# MT stabilizer: stabilizes microtubules in HeLa cells. 200,000 tested, 0.83% active. HeLa tubulin immunostaining HCS, 24 h; share of cells brighter than vehicle mean+2SD. % tubulin-high responders, % at 10 µM. AID 2205;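 active = plate Z-score above 3 for both tubulin-high and condensed-nucleus cell shares, with cell loss under 80%, at 10 µM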;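 note: anti alpha tubulin signal scored within the nucleus-defined area of each cell; some results filed as inactive read as strong as hits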
# WT yeast gro inh: growth inhibition of WT yeast, mitochondrial fusion screen; AID 1362; 190,000 tested, 2.1% active; mitochondrial fusion phenotypic screen, WT strain; inhibition, % at 10 µM; in the data active = inhibition above about 58%; tested in S. cerevisiae
# Ins promoter up: MIN6 insulin promoter up-regulation; MIN6 insulin promoter-GFP reporter, high-content imaging; hits give high values; z-score at 5 µM; 190,000 tested, 0.3% active; AID 1625;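 active = z-score above 3 at 5 µM with at least 500 cells counted in the well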
# XIAP antagonists: XIAP antagonists, biochemical, IAP family, fluorescence polarization (AID 1018). XIAP BIR domain, fluorescence polarization peptide displacement; higher % means a stronger effect. displacement, % at 20 µM; hits with a dose series show IC50 in µM. 200,000 tested, 0.007% active; in the data active = displacement above about 50%; note: a part of the inactive calls stands beside numbers as strong as those of hits
# Autophagy HCS: alters autophagy in cells | MEF GFP-LC3 puncta imaging; test concentration mostly 10 µM | calls only at 10 µM (by protocol) | 190,000 tested, 0.98% active | AID 463193;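 active = percentage of spot-positive cells more than 3 SD above its plate mean, without a fluorescence outlier flag or 80% toxicity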;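 note: spot-positive cell cutoff set from DMSO-treated cells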
# Dynein transport: blocks dynein driven cargo transport along microtubules; z-score, hits read low; 220,000 tested, 0.47% active; AID 1381; 3617.4 mouse cells, GR-EGFP nuclear translocation imaging; test concentration mostly 20 µM; stimulated with dexamethasone, 1 µM; hits give low values;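 active = plate z-score of nuclear minus cytoplasmic receptor signal below a set negative limit, without overly bright fluorescence or cell loss, cut at about -3.5 in these data, passing the limit was not always enough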;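 note: z-score of nuclear minus cytoplasmic ring GR-EGFP intensity difference per well; some compounds called inactive have numbers as strong as hits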
#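 Schedule: 48 h induction, then 1 h compound, then 30 min agonist, 37 °C. Buffer or medium: tetracycline-free induction medium containing charcoal-stripped FBS. Reagent: 1.0 µM final dexamethasone stimulus. Evaluation: nuclear versus cytoplasmic GR-EGFP signal, averaged per well. Signal: high-content fluorescence imaging after fixation.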
# Lipid droplet: modulators of hepatic lipid droplet formation; 240,000 tested, 0.4% active; inhibition, % at 6.5 µM; AML12 mouse hepatocytes, oleate lipid droplets, BODIPY imaging; AID 1656;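 active = lipid droplet intensity inhibited by at least 50%, with more than 500 cells counted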
#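 Technique: fluorescence imaging, 20x objective, two fields per well / Assay system: AML12 hepatocytes (mouse) / Measure: % inhibition of lipid droplet signal / Doses: 6.5 µM single-point dosing / Incubation: overnight exposure / Reagent: 100 µM oleic acid challenge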
# ER stress rescue: rescue of cells from ER stress-induced death, primary screen, 384-well, CSM14.1, thapsigargin, ATP luminescence (AID 1222). CSM14.1 thapsigargin-induced death rescue, ATP luminescence; higher % means a stronger effect. cellular ATP content (survival), % at 20 µM, or EC50 in µM where a hit was titrated. 190,000 tested, under 10 active;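 active = EC50 below 50 µM in the dose-response confirmation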;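 note: death triggered by thapsigargin at about 15 µM added after 2 h compound pretreatment; cell ATP read after overnight thapsigargin exposure of roughly 18 to 22 hours; normalized against plate controls of thapsigargin alone and 5% DMSO vehicle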
# bCat nuc transl: alters nuclear translocation of beta-catenin in HeLa cells; immunofluorescence imaging; nuclear translocation activity, % at 5 µM; 190,000 tested, 0.3% active; AID 1665;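 active = nuclear translocation activity above 50% at 5 µM, with a well cell count of 50 or more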;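 note: per-cell ratio of nuclear to cytoplasmic median beta-catenin stain intensity; plate controls were DMSO negative control for no effect and GSK-3 inhibitor IX positive control for full effect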
#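 assay system = human HeLa cells, endogenous beta-catenin | times = compound treatment 24 h, 37°C, 5% CO2 | detection = Anti-beta-catenin immunofluorescence on PFA-fixed, Triton-permeabilized cells, DAPI nuclei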
# WT yeast gro inh mutant strain: also measured in WT yeast gro inh; calls as there; inhibition, %; mitochondrial fusion phenotypic screen, mutant strain inhibition
# Dynein transport cytoplasmic EGFP: further read-out of Dynein transport, marked with its call; z-score; measured here: cytoplasmic GR-EGFP intensity; hits give high values
# Dynein transport nuclear GR-EGFP: second read-out of Dynein transport, no call of its own (marks repeat the call); z-score; measured here: nuclear GR-EGFP intensity;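 lower value marks the stronger effect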
# Dynein transport cell count: recorded beside Dynein transport, whose call it bears; z-score; measured here: cell count per field
# Ins promoter up cell count: second read-out of Ins promoter up, no call of its own (marks repeat the call); cell count; measured here: cytotoxicity, nuclei count;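 total cells summed across four imaged fields per well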
# Lipid droplet cells 6.5 µM: further read-out of Lipid droplet, marked with its call; cell count; measured here: cell count, cytotoxicity flag;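 cells counted across two imaged fields per well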
# bCat nuc transl cell count 5 µM: further read-out of bCat nuc transl, marked with its call; cell count; measured here: cell count, cytotoxicity flag
# MT stabilizer Hoechst-high %: recorded beside MT stabilizer, whose call it bears; % Hoechst-high responders; measured here: nuclear condensation Hoechst responders;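 share of cells brighter than vehicle mean plus two SD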
# MT stabilizer cytotoxicity %: recorded beside MT stabilizer, whose call it bears; toxicity, %; measured here: cytotoxicity by cell density;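 0% = mean cell density of plate MIN control wells and 100% = no cells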
# Autophagy HCS cell loss 18 h: second read-out of Autophagy HCS, no call of its own (marks repeat the call); toxicity, %; measured here: cell loss, nuclei count;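 cell loss after 18 h compound exposure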
# An asterisk follows results filed as active; i = inactive; . = no result given.
# A first look, 2 compounds:
Structure,Dynein transport nuclear GR-EGFP,Autophagy HCS cell loss 18 h,MT stabilizer Hoechst-high %,bCat nuc transl,bCat nuc transl cell count 5 µM,Dynein transport,Lipid droplet cells 6.5 µM,WT yeast gro inh,ER stress rescue,Lipid droplet,MT stabilizer cytotoxicity %,Ins promoter up,XIAP antagonists,WT yeast gro inh mutant strain,Ins promoter up cell count,Autophagy HCS,MT stabilizer,Dynein transport cell count,Dynein transport cytoplasmic EGFP
CCn1c(SCc2nc3scc(-c4ccccc4)c3c(=O)[nH]2)nnc1-c1ccc(Cl)cc1,-0.36,-5,3.0,1.2,913,-0.2,656,-20,-0.4%,-22,5.5,-0.06,-4.3%,-4,1365,i,4.8,0.51,0.15
COc1ccc(N(C(=O)Cn2nnc(-c3ccccc3F)n2)C(C(=O)NCC2CCCO2)c2ccc(Cl)cc2)cc1 (stereo not drawn),-0.33,-8,1.9,0.5,951,-0.67,703,-2,2.8%,0,9.8,0.65,-4.0%,-2,1421,i,2.1,1.1,-0.35

# The listing, repeating the preview:
Structure,Dynein transport nuclear GR-EGFP,Autophagy HCS cell loss 18 h,MT stabilizer Hoechst-high %,bCat nuc transl,bCat nuc transl cell count 5 µM,Dynein transport,Lipid droplet cells 6.5 µM,WT yeast gro inh,ER stress rescue,Lipid droplet,MT stabilizer cytotoxicity %,Ins promoter up,XIAP antagonists,WT yeast gro inh mutant strain,Ins promoter up cell count,Autophagy HCS,MT stabilizer,Dynein transport cell count,Dynein transport cytoplasmic EGFP
CCn1c(SCc2nc3scc(-c4ccccc4)c3c(=O)[nH]2)nnc1-c1ccc(Cl)cc1,-0.36,-5,3.0,1.2,913,-0.2,656,-20,-0.4%,-22,5.5,-0.06,-4.3%,-4,1365,i,4.8,0.51,0.15
COc1ccc(N(C(=O)Cn2nnc(-c3ccccc3F)n2)C(C(=O)NCC2CCCO2)c2ccc(Cl)cc2)cc1 (stereo not drawn),-0.33,-8,1.9,0.5,951,-0.67,703,-2,2.8%,0,9.8,0.65,-4.0%,-2,1421,i,2.1,1.1,-0.35
COC(=O)CCNCCSc1nnc(-c2ccco2)n1Cc1ccccc1,-0.47,.,.,-0.6,1250,-0.27,698,.,.,13,.,-0.09,.,.,1047,.,.,0.11,-0.82
Cc1ccc(O)c(C(=O)c2cc(C#N)c(=O)n(Cc3ccccc3)c2)c1,-0.29,-32,1.6,-0.2,1112,-0.8,729,-6,1.0%,-3,10,-0.25,-1.4%,4,1226,i,1.4,0.41,-0.23
Cc1nc2ccc(S(=O)(=O)NCC(=O)N3CCCCC3)cc2s1,0.35,3,2.7,.,.,-0.66,663,7,.,-12,7.4,-0.63,-3.4%,11,1314,i,2.6,-0.88,0.69
CN(N)c1nc2ccccc2nc1C(F)(F)F,-0.13,5,1.6,-0.4,1146,-0.75,670,7,-0.3%,-2,9.5,-0.21,-6.3%,9,1350,i,4.7,1.7,-0.25
CCN(CC)CCN1C(=O)c2ccccc2NC1c1cc(OC)c(OC)c(OC)c1 (stereo not drawn),2.7,3,2.7,-4.0,965,3.4,.,-1,-1.1%,.,7.9,0.33,-2.1%,4,1261,i,4.2,-1.8,-0.26
CCOc1ccccc1-n1nnnc1SCC(=O)O,0.033,.,.,-1.2,1265,-0.28,735,.,.,-5,.,-0.52,.,.,1096,.,.,0.017,-0.79
O=C(Nc1nccs1)c1cc(Cl)ccc1[N+](=O)[O-],0.88,-8,2.4,-2.0,1085,1.7,552,3,-1.9%,1,4.6,0.73,-7.1%,14,1492,i,1.5,-1.1,-0.031
c1ccc(NC(=NCc2ccco2)c2ccccc2)cc1,0.056,5,1.0,-3.6,888,-0.19,.,-11,-1.0%,.,2.7,-0.25,-5.7%,-9,1364,i,3.1,0.66,-0.21
CN1/C(=C/C(=O)C2CCC2)Sc2ccccc21,-0.35,-4,3.6,-4.1,895,-1,.,-13,-4.6%,.,0.1,2.9,-5.4%,2,1107,i,3.7,0.74,-0.18
Cc1noc(C(=O)NC2CCCCC2)c1Cl,-0.066,.,.,0.5,1287,-1.4,689,.,.,-4,.,0.15,.,.,1116,.,.,0.55,-0.26
CCN(C(=O)c1cc2c(=O)[nH]c3ccc(C)cc3c2s1)c1ccc(OC)cc1,0.15,.,.,-0.4,1306,-0.51,729,.,.,8,.,-1.6,.,.,959,.,.,0.36,-0.26
CC(=O)Nc1ccc(C#Cc2ccc(NC(C)=O)cc2)cc1,1.2,6,1.2,2.5,1336,0.79,.,-1,-0.6%,.,6.5,-0.62,0.1%,0,1276,i,4.4,-0.16,-0.043
Cc1cc(C(=O)NC2Cc3ccccc3C2)c(C)o1,-0.092,.,.,1.8,1006,0.075,721,.,.,-2,.,-1.1,.,.,1204,.,.,0.64,-0.23
Cc1ccc(C)c2sc(NC(=O)c3ccc(N4C(=O)CCC4=O)cc3)nc12,0.42,4,2.8,-2.1,564,-0.41,699,-7,-1.1%,-8,2.5,0.03,-12%,-13,1214,i,7.2,0.9,-0.26
COc1cccc(N(CC(=O)N2CCN(C)CC2)S(=O)(=O)c2ccc(C)cc2)c1,0.2,0,2.2,-0.3,1379,-0.23,.,0,-1.6%,.,12,0.22,-5.0%,18,1621,i,3.9,-0.76,-0.22
COCc1cc(=O)[nH]c(/N=C(\N)Nc2ccc(C)cc2C)n1,0.00044,-34,0.6,-1.1,1013,-0.48,660,17,0.8%,-14,4.3,0.99,-0.9%,11,1443,i,2.2,-0.012,-0.27
Cc1ccc(/C([O-])=C(/C(=S)NCc2ccc3c(c2)OCO3)[n+]2ccc(N(C)C)cc2)c(C)c1,-0.18,-3,2.5,0.1,1098,-1.3,689,12,-11%,16,6.1,0.02,-2.7%,8,1296,i,2.6,0.2,0.31
O=C(CSc1nc2ccccc2o1)Nc1ccccc1N1CCOCC1,-0.52,-7,1.9,.,.,-0.67,789,34,-0.4%,10,6.4,.,-12%,32,.,i,3.3,0.43,-0.16
CCOC(=O)N1CCN(c2ccc(C(=O)CC)cc2F)CC1,-0.24,10,1.7,-7.4,954,-0.54,.,36,0.5%,.,4.4,-1.1,-3.0%,-8,1186,i,3.1,0.62,-0.033
CS(=O)(=O)N1CCC(Oc2ccccc2C(=O)NCCCc2cccnc2)CC1,2.1,3,2.0,-1.1,970,2,759,20,-1.0%,-2,2.2,0.11,-6.1%,-16,1338,i,2.6,-2.2,-0.053
COc1ccc(C(C)=O)cc1COc1ncnc2ccccc12,0.6,20,1.6,-0.6,1053,1.2,704,9,4.5%,4,4.4,0.37,-13%,2,1309,i,7.9,0.31,-0.2
Cn1nnc(NC(=S)NC(=O)c2cc3ccccc3o2)n1,0.25,.,.,-1.0,1336,-0.31,678,.,.,3,.,-0.2,.,.,1058,.,.,-0.36,-0.27
COc1ccccc1N1CCN(Cc2nc(N)nc(Nc3ccc(C)c(Cl)c3)n2)CC1,0.11,6,2.3,.,.,-0.13,699,21,.,-2,11,-1.8,-1.2%,-3,1167,i,3.6,0.58,-0.25
CC(=O)Nc1ccc(S(=O)(=O)N2CCN(c3cc(C(F)(F)F)ccn3)CC2)cc1,-0.12,.,.,-1.3,1161,0.24,697,.,.,4,.,-0.2,.,.,1485,.,.,0.63,-0.31
Cc1ccc(NC(=O)c2cccnc2C(=O)Nc2ccc(C)cc2)cc1,-0.028,6,2.1,-5.4,1064,-0.16,683,-12,0.1%,-7,4.4,-0.55,-7.6%,1,1624,i,3.7,1.2,-0.32
CC(=O)OCC(=O)Nc1c(C)cccc1C,0.02,6,2.0,8.5,456,0.27,756,10,-2.6%,-2,5.0,.,-4.9%,11,.,i,2.0,0.52,-0.3
Cc1cc(=O)[nH]c(SCCOc2ccc(OC(C)C)cc2)n1,-0.16,0,1.9,-0.3,971,0.09,715,41,-2.9%,-16,5.7,0.51,0.1%,14,1262,i,3.8,-0.08,-0.27
O=CNCC(=O)NCCc1ccc(Cl)cc1,-0.12,13,1.9,0.5,1429,0.41,.,-1,-0.7%,.,3.4,0.58,-5.2%,7,1548,i,4.3,0.73,-0.14
COc1ccc(CCC(=O)N2c3ccccc3CC2C)cc1 (stereo not drawn),-0.055,0,1.9,.,.,-0.53,666,6,.,-20,7.5,.,-18%,2,.,i,2.2,-0.71,-0.25
CCN(C(=O)COC(=O)/C=C/c1ccccc1[N+](=O)[O-])C1CCS(=O)(=O)C1 (stereo not drawn),0.13,2,2.2,-0.1,878,0.1,650,9,0.5%,-3,9.8,.,-2.1%,-2,.,i,2.2,0.27,-0.12
CCc1c(C)nc(SCC(=O)Nc2nc(-c3ccc(OC)cc3)cs2)[nH]c1=O,0.35,12,0.8,0.3,1505,0.12,682,-8,1.8%,0,0.9,0.38,-8.5%,0,1445,i,2.2,-1.1,-0.17
O=C(NC1CCCCC1)N1CCN(C2CCCCC2)CC1,-0.1,-5,2.6,.,.,-0.068,753,-6,-2.9%,11,5.0,-0.3,-3.0%,10,1365,i,4.4,-0.65,0.03
CCOc1ncccc1C(=O)N(C)CC(=O)Nc1ccc(C)cc1,-0.87,-11,2.9,1.6,1109,-1.1,681,-4,-1.0%,15,12,0.63,-30%,-16,1493,i,3.6,0.81,-0.3
CCOC(=O)CCSc1n[nH]c(=S)s1,1.1,.,.,1.4,1002,2.3,721,.,.,-4,.,0.17,.,.,1344,.,.,-1.2,-0.23
COc1cccc(CNc2nc3ccccc3n2CCN2CCCCC2)c1,-0.5,7,1.8,-13,690,-1.2,.,31,-0.9%,.,11,-1.5,-6.5%,14,1070,i,3.0,0.21,-0.085
